# Casp6 inh – human caspase-6 inhibitors, primary screen, biochemical, VEID-R110 fluorescence, single point, set 2; P55212; purified caspase-6, Z-VEID-R110 cleavage fluorescence; inhibition, % at 12.5 µM; hit rate 0.53% among 350,000; AID 686996, 2013;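 active = mean inhibition across replicates at least about 35%, with every replicate also reaching that limit, limit read from the data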;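 note: 0% = median of neutral control wells and 100% = no fluorescence left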
# Target sequence (P55212 24-179 limits assumed): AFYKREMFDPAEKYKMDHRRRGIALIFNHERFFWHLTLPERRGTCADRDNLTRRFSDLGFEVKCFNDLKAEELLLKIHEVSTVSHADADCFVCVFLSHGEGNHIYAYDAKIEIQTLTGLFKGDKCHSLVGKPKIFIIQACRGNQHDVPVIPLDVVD
# Target sequence (P55212 194-293 limits assumed): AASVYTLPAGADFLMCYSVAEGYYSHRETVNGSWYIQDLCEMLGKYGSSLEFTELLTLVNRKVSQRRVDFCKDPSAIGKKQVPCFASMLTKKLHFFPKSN
# Cneo AK release – Cryptococcus neoformans cell lysis inducers, primary screen, AK release luminescence, single concentration; lysis activity, % at 15 µM; hit rate 0.2% among 360,000; C. neoformans lysis, adenylate kinase release luminescence, 4 h; normalised: neutral wells 0, clomiphene wells 100;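 active = mean lysis activity across replicates of at least 80%, whatever share of replicates individually reach that level; inactive = mean lysis activity below 80%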
#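 read-out = cell lysis signal | test system = log-phase Cryptococcus neoformans yeast cells | input = cells at 5 × 10^6 per mL | medium = fresh YPD growth medium | signal = luminescent adenylate kinase detection reagent | timing = 4 h at 37 °C static, read 1 h later | dosing = single dose | controls = Clomiphene as positive lysis control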
# EWS-Fli block – EWS/Fli-driven NR0B1 reporter inhibitors, primary screen, A673 cells, NR0B1 luciferase, luminescence, MLPCN library; hit rate 0.67% among 350,000; AID 651661, 2012; inhibition, % at 12.6 µM; viability-normalised;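 active = mean inhibition of at least 50% after viability correction, with every replicate also passing that limit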;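 note: firefly luciferase signal divided by Alamar Blue viability fluorescence both relative to DMSO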
# miR-122 sensor – miR-122 Renilla sensor signal increase in Huh7, primary screen, miR-122 inhibitor project, cell-based, single point, plate reader; Huh7 miR-122 Renilla luciferase sensor, 48 h; neutral wells = 0, positive control = 100; activation (reporter increase), % at 12.5 µM; AID 602342, 2012; hit rate 0.3% among 340,000;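 active = mean replicate activation score at least 90 and every replicate individually at or above 90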;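 note: higher luciferase means less miR-122 activity so hits act as miR-122 inhibitors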
# PGC1a acetyl inh – inhibitors of PGC1a acetylation signal, primary screen, cell-based, U2OS, AlphaScreen, inhibitor mode; inhibition, % at 15.6 µM; AID 651687, 2012; AlphaScreen anti-acetyl-lysine; with virally co-expressed GCN5 acetyltransferase; hit rate 0.17% among 350,000;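 active = every replicate shows inhibition of at least 40%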;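 note: 0% = neutral control wells and 100% = positive control wells; some results beyond the cut were filed as inactive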
# FN deposit inh – inhibitors of fibronectin matrix deposition, primary screen, AH1F cells, Alexa488-fibronectin fluorescence, plate reader; AH1F fibroblasts, overnight; inhibition, % at 12.6 µM; hit rate 0.086% among 350,000; AID 743247, 2014;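 active = mean inhibition across replicates of 30% or more, regardless of how many single replicates reach that level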;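 note: positive control wells lacked labelled fibronectin entirely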
#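 Assay system: AH1F fibroblasts / Quantity: 10000 cells per well / Medium: DMEM plus 2% serum, read in PBS / Reagent: labelled fibronectin 24 nM / Dosing: single dose, pinned / Times: 1 h cell attachment, overnight exposure to compound and label / Signal: fluorescence, ex 485 nm, em 525 nm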
# LGR2 antag – inhibitors of bursicon-induced LGR2 CRE-luciferase signal, primary screen, cell-based, HEK293, CRE-luciferase reporter, bursicon stimulation; Drosophila bursicon receptor LGR2 (rickets); bursicon-stimulated, 4 h; inhibition, % at 9.99 µM; hit rate 0.35% among 380,000;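 active = drop in luminescence signal, shown as inhibition above about 50% in the replicate tests, limit read from the data, passing the limit was not always enough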;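 note: agonist challenge used bursicon conditioned medium at about half maximal strength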
# PAX8 reporter – inhibitors of PAX8-driven TPO luciferase reporter, primary screen, RMG-I cells, single concentration; SteadyGlo, 24 h; inhibition, % at 12.6 µM; hit rate 1.2% among 360,000; AID 652154, 2013;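 active = mean replicate inhibition at least 60% with every replicate also reaching 60%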;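 note: luciferase light reporting Pax8 driven TPO promoter activity; plate controls were median of neutral control wells for no effect and mitoxantrone controls for full effect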
# * hit, by the source's call; nt = not tested or not shown; & = joins results of further samples; [ ] = another dose, or the depositor's remark. No enrichment for hits; overall some 2.5% were active at least once.
SMILES,Casp6 inh,Cneo AK release,EWS-Fli block,miR-122 sensor,PGC1a acetyl inh,FN deposit inh,LGR2 antag,PAX8 reporter
C[C@H](CO)N1C[C@H](C)[C@H](CN(C)C(=O)Nc2ccccc2)Oc2c(NC(=O)Nc3cccc4ccccc34)cccc2C1=O,nt,2,2,-13[16.7 µM],1,nt,9,nt
CCCCNC(C(=O)Nc1cccc(S(=O)(=O)N2CCOCC2)c1)c1ccccc1 (centres undefined),8,nt,11,nt,5,-5,0,10
CNc1ncnc2c1ncn2[C@H]1CN(Cc2ccc(OC)cc2)C[C@@H](CO)O1,-1,0,-10,-2,-7,-2,19,-8
COc1ccccc1N1CCN(C2CCN(S(=O)(=O)c3ccc4ccccc4c3)CC2)CC1,nt,0,nt,-6,5,0,nt,nt
Cc1ccc(CS/C(Nc2ccccc2C)=C(\C#N)C(=O)NCc2ccco2)c(C)c1,nt,-4,nt,2,-8,-4,nt,nt
O=C(C[C@@H]1CC[C@@H]2[C@H](COC[C@H](O)CN2S(=O)(=O)c2ccccc2Cl)O1)N1CCC(Cc2ccccc2)CC1,1,4,11,-19[16.7 µM],9,10,-3,78*
O=C(c1cc(-c2ccc(Cl)s2)nc2ccccc12)N1CCCC1,6,0,nt,7,nt,8,-17,10
CN(C)S(=O)(=O)c1ccc(Cl)c(C(=O)NNC(=O)Cc2nc3ccccc3n2C)c1,3,0,16,nt,nt,10,-1,6
CN(C)CCC(c1ccccc1)c1ccccn1 (centres undefined),-2&0&0,-4&2&0,-11&-1&-4,-4&-4&0,8&6,4&-1&5,5&-1&2,-35&-1&13
Cc1nn(C)cc1CN1CCC(CO)(CCOc2ccccc2)CC1,1,nt,-4,nt,11,-2,3,-1
CCOc1ccc(Br)cc1S(=O)(=O)NC1CC(C)(C)NC(C)(C)C1,4,-1,8,1,-6,3,9,-1
COc1ccc(C(=O)Nc2ccnn2C2CCN(C(C)CSC)CC2)cc1 (centres undefined),-1,2,nt,-2,-5,-19,5,12
COc1ccc2c3c([nH]c2c1)[C@H](CO)N(C(=O)Nc1ccc(F)cc1)CC31CCN(S(C)(=O)=O)CC1,-3,nt,-4,nt,10,nt,2,24
CC1CCN(c2nc(/C=C/c3ccccc3)nc3ccccc23)CC1,-3,nt,-10,nt,nt,-1,-36,-20
C#CCNC(=O)C(C)c1ncc(C(F)(F)F)cc1Cl (centres undefined),4,3,-1,0,0,-2,1,25
CCOc1ccccc1-c1nc(-c2ccc(C)nc2OC)no1,nt,1,nt,130*,nt,7,nt,-249
Cc1cc(F)ccc1NC(=O)Cn1c(C)csc1=O,2,2,-3,7,-7,2,-2,3
COc1cc2c(cc1OC)C1=NC(=O)CN1C(SCc1ccccc1C)=N2,nt,-2,nt,0,4,8,nt,12
Cc1cc(NC(=O)CSc2nc3[nH]c(=O)cc(O)c3s2)ccc1Br,1,1,6,-2,-2,-5,-15,-13
Cc1ccc(S(=O)(=O)N2CCC(=O)N(CCOC(=O)Nc3ccccc3C)CC2)cc1,1,0,-11,nt,nt,-4,-12,2
Cn1c(C(=O)O)cc2cc(F)ccc21,nt,2,nt,11,1,-2,nt,nt
O=c1[nH]c(SCc2ccccc2)nc2c1sc1ccccc12,0,nt,9,nt,nt,-20,-7,3
Cc1ccc(S(=O)(=O)N2CCN(C(=O)COC(=O)CNC(=O)c3ccc(Cl)cc3Cl)CC2)cc1,2,2,-1,1,-8,2,-3,-4
CCOC(=O)C1=C(COC(=O)CCCOc2ccccc2)NC(=O)NC1C (centres undefined),2,1,-6,-14,nt,-10,-9,-7
O=C(CN1CCN(C(c2ccccc2)c2ccccc2)CC1)N1CCN(c2ccccc2)CC1,0,-1,1,-4,9,10,7,-4

# (further entries)
SMILES,Casp6 inh,Cneo AK release,EWS-Fli block,miR-122 sensor,PGC1a acetyl inh,FN deposit inh,LGR2 antag,PAX8 reporter
CCCC(=O)N(CCN1CCOCC1)c1nc2c(C)ccc(C)c2s1,2,-3,nt,1,-6,1,6,21
CC1=C/C(=N\N=C2\NC(=O)C(CC(=O)Nc3ccccc3)S2)CC(C)(C)C1 (centres undefined),3,nt,10,nt,nt,-1,-18,2
CCN(CC(=O)Nc1cc(Cl)ccc1C)C(=O)CCOc1ccc(C)cc1,3,1,-10,nt,nt,-9,-9,-5
CCCc1cc(=O)c2c(O)cccc2o1,2,nt,-10,nt,-5,1,12,-1
COc1ccccc1C1CC(c2ccccc2)=NN1C(=O)c1ccccc1 (centres undefined),-1,-3,17,5,-4,-8,0,-9
O=C(NCc1ccccc1)c1onc(CSc2ccccc2)c1C(=O)NCC1CC1,0,-1,18,-5,-18,-4,25,49
Nc1c(Cl)cc(Cl)cc1C(=O)OCC(=O)N1CCCC1,nt,4,nt,2,5,3,-13,nt
CN(C)C(=O)C[C@@H]1C[C@H]2c3cc(NC(=O)Nc4ccccc4F)ccc3O[C@H]2[C@H](CO)O1,-2,-4,-47,6[16.7 µM],5,-18,-9,2
CO[C@@H]1CN(C)C(=O)c2ccc(NC(=O)C3CCC3)cc2OC[C@H](C)N(Cc2nccs2)C[C@@H]1C,0,3,4,-3[16.7 µM],nt,3,1,-17
CCCCCC(=O)N1C[C@H](O)[C@@H](n2cc(COC(=O)c3ccccc3)nn2)C[C@@H]1c1ccc(C)cc1,5,-1,1,-4,4,6,-11,16
COCCNC(=O)C[C@@H]1CC[C@H]2[C@@H](COC[C@@H](O)CN2C(=O)c2cc(Cl)cc(Cl)c2)O1,5,-2,12,-1[16.7 µM],-10,10,-1,-7
O=C(NCCO)c1ccc2c(c1)S(=O)(=O)c1ccccc1C2=O,3,0,7,-4,-1,-8,-6,7
O=c1[nH]c(SCc2ccc(Cl)cc2)nc2ccsc12,-2,nt,-59,nt,nt,3,-119,-146
CCc1nc(C)c(C(=O)N2CCCC(C(=O)Nc3cccc(-c4cccc(C)c4)c3)C2)o1 (centres undefined),-2,0,-32,-6,3,0,-16,nt
CS(=O)(=O)Cc1ccc(C(=O)NC2CCSc3ccccc32)cc1 (centres undefined),3,-3,-6,9,nt,-2,-24,-5
Fc1ccc(COc2ccccc2CNCc2ccncc2)cc1,6,nt,15,nt,nt,-11,-2,12
CCNC(=S)N1CCC(C(N)=O)CC1,2,nt,3,nt,19,-3,-5,6
COc1ccc(S(=O)(=O)NC(=O)C2(C)CCN2C(=O)c2ccccc2CCc2ccccc2)cc1 (centres undefined),0,0,1,1,-6,-3,-7,-12
O=C(CC1CC1)N1[C@@H](CO)[C@@H]2c3ccccc3N(S(=O)(=O)c3ccc(F)cc3)C[C@@H]21,1,-6,11,3[16.7 µM],-8,nt,-2,11
CCOC(=O)C1=CNS(=O)(=O)NC1c1ccccc1 (centres undefined),-1,0,-5,-8,8,0,1,-13
O=C(NNC(=O)c1ccc[nH]1)Nc1cccc(C(F)(F)F)c1,1,nt,-14,nt,3,2,-4,-17
Cc1ccc(NC(=O)COc2ccccc2)cc1S(=O)(=O)N1CCCCCC1,-8,2,8,-1,nt,-16,-8,-3
CO[C@H](CN(C)C(=O)c1cnccn1)[C@H](C)CN([C@@H](C)CO)S(=O)(=O)c1ccccc1,1,12,1,nt,6,-2,-2,nt
C/C(=N\NC(=O)Cc1c(C)[nH][nH]c1=O)c1cccc(Br)c1,-1,nt,-2,nt,-7,15,15,-1
CCCc1c(-c2ccc(OC)cc2)ncn1CCc1ccccc1OC,4,nt,26,nt,nt,-2,21,18

# Going on with the list.
SMILES,Casp6 inh,Cneo AK release,EWS-Fli block,miR-122 sensor,PGC1a acetyl inh,FN deposit inh,LGR2 antag,PAX8 reporter
CCOc1cccc2sc(N(CCN(C)C)C(=O)c3cc4ccccc4cc3OC)nc12,9,0,22,1,-12,14,5,37
Cc1c(CCO)c(=O)[nH]n1C(=O)c1c(F)cccc1F,nt,-2,nt,0,-7,4,nt,nt
CC12CCC(CC1O)C2C(=O)O (centres undefined),-6,nt,-4,nt,nt,1,8,4
CC(C)n1c(SCC(=O)Nc2ccc(F)cc2)nnc1C1CC1,1,-1,-3,-5,2,-3,0,nt
O=C(Nc1ccccc1C(=O)NC1CC1)c1ccccc1,0,-1,4,0,-8,-6,-1,-8
O=C(NCCc1cccc(Cl)c1)c1cccc(-n2cnnn2)c1,1,-1,-1,-1,3,4,-12,nt
C[C@@H](O)C#Cc1cnc2c(c1)C(=O)N([C@@H](C)CO)C[C@H](C)[C@H](CN(C)C(=O)Cc1ccncc1)O2,-2,2,-1,-10[16.7 µM],2,-7,28,-35
C[C@@H]1CCCCO[C@H](CN(C)Cc2ccccc2)[C@@H](C)CN([C@@H](C)CO)C(=O)c2cc(NC(=O)CCC(F)(F)F)ccc2O1,-1,-2,2,12[16.7 µM],3,-9,-1,-7
O=C(NCCc1ccccc1)c1c(F)c(F)c(F)c(F)c1F,-3,nt,-1,nt,nt,2,8,-2
CCNc1c(NS(=O)(=O)c2ccc([N+](=O)[O-])cc2)c(=O)oc2ccccc12,3,3,-1,nt,nt,-1,-2,5
COCCNC(=O)CN(C(=O)CCC(=O)Nc1nccs1)c1ccc2c(c1)OCO2,-2,5,-10,-2,6,-4,-3,10
CC(=O)N(C)C[C@@H]1Oc2ncc(C#Cc3ccccn3)cc2C(=O)N([C@@H](C)CO)C[C@@H]1C,1,0,-10,-6[16.7 µM],-4,nt,-15,nt
O=C(NCC1CCCO1)c1ccc(NC(=O)C2C3C=CC(C3)C2C(=O)O)cc1 (centres undefined),nt,0,nt,-7,1,-6,nt,nt
Cc1cccc2c(C(=O)N3CCN(c4ccccc4)CC3)cc(-c3ccncc3)nc12,10,3,nt,1,-4,0,-15,40
Cn1c(Cn2c(=O)sc3ccccc32)nnc1SCC(=O)NCc1ccco1,2,-1,6,-6,3,-2,3,11
CC(=O)N(C)C[C@H]1Oc2ncc(C#Cc3ccccc3F)cc2C(=O)N([C@H](C)CO)C[C@@H]1C,2,-1,-1,3[16.7 µM],3,2,4,nt
CCC(=O)N1C[C@H](C)[C@@H](OC)CN(C)C(=O)c2cc(NC(=O)C3CC3)ccc2OC[C@@H]1C,2,0,1,4[16.7 µM],6,7,-10,nt
COc1ccc(NC(=O)Nc2ccc3c(c2)C(=O)N([C@@H](C)CO)C[C@@H](C)[C@@H](CN(C)Cc2ccccc2)O3)cc1,0,9,6,20[16.7 µM],3,nt,-6,23
Cc1ccc(C)c(N2CCN(C(=O)c3ccc(Cn4c(=O)[nH]c5ccccc5c4=O)cc3)CC2)c1,nt,6,nt,43,nt,3,nt,26
Cc1ccc(S(=O)(=O)N(C)C[C@@H]2Oc3cc(C#Cc4ccccc4)ccc3S(=O)(=O)N([C@H](C)CO)C[C@H]2C)cc1,2,-13,27,-2[16.7 µM],-8,-10,34,-5
COc1ccc(Br)c(C=O)c1OS(=O)(=O)c1ccc(C)cc1,4,nt,-22,nt,nt,-1,11,4

# Results in PGC1a acetyl inh, for 3 of the compounds above:
compound	PGC1a acetyl inh
O=C(Nc1ccccc1C(=O)NC1CC1)c1ccccc1	-8
O=C(NCCc1cccc(Cl)c1)c1cccc(-n2cnnn2)c1	3
C[C@@H](O)C#Cc1cnc2c(c1)C(=O)N([C@@H](C)CO)C[C@H](C)[C@H](CN(C)C(=O)Cc1ccncc1)O2	2
